B2AR arrestin – qHTS assay of beta-arrestin-biased ligands of beta2-adrenergic receptor; beta-arrestin recruitment to beta2AR, cell-based reporter; Potency, µM (highest dose often 46.1 µM), for the others: at the highest dose activation, actives largely listed as activators; actives 0.02% (n = 330,000);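 also: potency is read from the fitted curve at half-maximal effect; 0% = DMSO controls and full agonism = EC100 isoproterenol or metaproterenol; nearly all actives have a fitted effect of over 65% in size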
ELG1 repair inh – qHTS screen for small molecules that inhibit ELG1-dependent DNA repair in human embryonic kidney (HEK293T) cells expressing luciferase-tagged ELG1 | HEK293T ELG1-luciferase reporter, luminescence, 16 h; DNA damage induced by 5-fluorouridine | Potency, µM (series often up to 46.1 µM), for inactives: at the top dose activity change, negative = inhibition, usual class: inhibitors | actives 2.3% (n = 330,000); also: potency is read from the fitted curve at half-maximal effect; % is scaled to controls: 0 for no effect and ±100 for the full control effect; nearly all actives have a fitted effect of over 55% in size
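HEK293T cells expressing luciferase-tagged ELG1 (2,000/well) received 5-Fluorouridine plus compound or DMSO for 16 hr at 37 °C. Luciferase was read by ONE-Glo luminescence after 30 min at room temperature.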
Eya2 inh – qHTS Assay for Inhibitors of the Phosphatase Activity of Eya2 | Potency, µM (titrated, usually from 76.9 µM), for inactives: top-dose activity, negative = inhibition, usual class: inhibitors | AID 488837, 2010 | recombinant Eya2, OMFP fluorescence dephosphorylation (OMFP is methylfluorescein phosphate) | Protein phosphatase EYA2 (Homo sapiens), O00167 | actives 0.006% (n = 330,000); also: potency is read from the fitted curve at half-maximal effect; % is scaled to controls: 0 for no effect and ±100 for the full control effect
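Eya2 protein (added as 0.2 uM solution) was preincubated with compound for 10 min at ambient temperature in 50 mM HEPES pH 7.5, 50 mM NaCl, 5 uM MgCl2, 0.05% BSA, 1 mM DTT. OMFP (added at 50 uM) then reacted 10 min; fluorescence read at 485/525 nm.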
TCR act – Activators of T cell receptors: qHTS campaign; primary human leukocytes, anti-CD3, IL-2 HTRF, 48 h; Potency, µM (highest dose often 9.22 µM), for the others: top-dose activation of IL-2 secretion, actives largely listed as activators; 330,000 tested, under 10 active; AID 504894, 2011; also: % of control where 0% means no effect
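Compounds are tested in HTS on primary human leukocytes co-incubated with a-CD3 beads for 48 hr. IL-2 output is measured by time-resolved FRET.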
uPA generation – qHTS for Inhibitors of Cell Surface uPA Generation. Potency, µM (highest dose often 38.3 µM), for the others: at the top dose activity change, negative = inhibition, actives largely listed as inhibitors. actives 0.31% (n = 330,000). cell surface uPA generation assay, qHTS; active = well fitted inhibition curve with a large enough effect; inconclusive = small, poorly fitted or top-dose-only effect; inactive = no such curve, though single readings can be large or run the other way; tested in mouse RAW 264.7 cells; also: potency is read from the fitted curve at half-maximal effect; % is scaled to controls: 0 for no effect and ±100 for the full control effect; nearly all actives have a fitted effect of over 55% in size
Tb PFK block – qHTS Assay to Find Inhibitors of T. brucei phosphofructokinase; actives 0.17% (n = 330,000); AID 485367, 2010; T. brucei PFK, ADP-Glo luminescence; ATP-dependent 6-phosphofructokinase (Trypanosoma brucei brucei), O15648; Potency, µM (series often up to 57.5 µM), for inactives: at the top dose activity, negative = inhibition, most hits filed as inhibitors;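 also: potency is read from the fitted curve at half-maximal effect; 0% = uninhibited 1x PFK enzyme wells and -100% = no-enzyme wells; nearly all actives have a fitted effect of over 60% in size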
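Compounds were pin-transferred as a titration series up to 57 uM into substrate buffer (0.5 mM F6P, 0.1 mM ATP, pH 8.0), then 1.25 nM PFK was added and reactions ran 45 min before ADP-Glo detection.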
Mito fusion act – qHTS Assay for Small Molecule Inhibitors of Mitochondrial Division or Activators of Mitochondrial Fusion | S. cerevisiae fusion-defective mutant growth rescue, CellTiterGlo 48 h | Potency, µM (top dose mostly 46.1 µM), for inactives: at the highest dose growth rescue (activation), hits mostly activators | actives 0.23% (n = 320,000) | AID 485298, 2010;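 also: potency is read from the fitted curve at half-maximal effect; % of control where 0% means no effect; nearly all actives have a fitted effect of over 45% in size; temperature-sensitive fusion mutants such as fzo1-1 at 37 °C on non-fermentable ethanol glycerol medium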
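S. cerevisiae fusion-defective temperature-sensitive mutants (e.g. fzo1-1, mgm1-5) grown 48 h at 37C in YPEG (ethanol/glycerol non-fermentable) medium with 23 nl compound per well; growth rescue read as CellTiterGlo luminescence.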
BCR signal inh – qHTS Assay to Find Inhibitors of Chronic Active B-Cell Receptor Signaling; ABC-DLBCL IkBa-CBG/CBR reporter, luminescence ratio, 4 h; Potency, µM (highest dose often 46.1 µM), for inactives: top-dose ratio change, negative = lower green/red ratio, hits mostly inhibitors; actives 0.05% (n = 340,000); AID 493014, 2011; active = well fitted inhibition curve with a large enough effect in the signal ratio, with a control signal flat, not every such curve was filed as active; inconclusive = small, poorly fitted or top-dose-only effect, or effect the other way, or a change in a side signal; the % refers to the signal ratio;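 also: potency is read from the fitted curve at half-maximal effect; plate controls were basal doxycycline-induced cells for no effect and cells given 10 µM MG132 for full effect; MG132 reads +100%, hits lower the ratio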
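Doxycycline induced both beetle luciferases in TMD8 lymphoma cells; IKK-driven degradation limits the IkappaBalpha-fused green signal, while red luminescence normalises for cell number and nonspecific effects. Compounds tested up to 46 uM, 4 hrs.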
USP2a inh – qHTS Assay for Inhibitors of Ubiquitin-specific Protease USP2a Using CHOP2 as the Reporter; USP2 core, Ub-CHOP2 coupled fluorogenic reporter, 485/531; Potency, µM (highest dose often 38.3 µM), without a hit: at the top dose activity change, negative = inhibition, most hits filed as inhibitors; actives 0.01% (n = 330,000);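 also: potency is read from the fitted curve at half-maximal effect; plate controls were DMSO wells for no effect and full inhibition by NEM control for full effect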
Target sequence (O75604 whole entry, looked up): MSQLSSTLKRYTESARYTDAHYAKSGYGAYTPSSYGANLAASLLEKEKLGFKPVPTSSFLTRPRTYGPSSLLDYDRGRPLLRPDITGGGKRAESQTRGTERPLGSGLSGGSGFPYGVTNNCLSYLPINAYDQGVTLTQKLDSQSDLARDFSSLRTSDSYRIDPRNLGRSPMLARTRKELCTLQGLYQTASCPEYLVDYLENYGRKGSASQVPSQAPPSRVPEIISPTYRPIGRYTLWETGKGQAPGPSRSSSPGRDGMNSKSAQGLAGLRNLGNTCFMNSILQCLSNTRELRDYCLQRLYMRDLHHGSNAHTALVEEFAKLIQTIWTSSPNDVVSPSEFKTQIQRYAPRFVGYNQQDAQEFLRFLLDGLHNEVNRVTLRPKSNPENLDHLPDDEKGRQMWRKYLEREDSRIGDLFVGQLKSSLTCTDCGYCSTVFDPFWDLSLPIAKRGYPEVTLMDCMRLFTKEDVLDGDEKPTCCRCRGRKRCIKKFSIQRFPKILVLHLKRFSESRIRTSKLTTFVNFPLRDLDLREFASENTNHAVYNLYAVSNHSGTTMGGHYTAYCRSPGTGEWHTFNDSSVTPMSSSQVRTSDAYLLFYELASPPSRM
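Cell-free coupled assay: 10nM USP2 core preincubated 30min RT with compound in Tris-HCl pH 8.0/CaCl2/CHAPS buffer, then 25nM Ub-CHOP2 and 25nM reporter substrate; fluorescence (Ex 485/Em 531) read after 60min RT, normalized to NEM inhibition, concentration-response curves fitted.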
PTAP TSG101 blk – qHTS Assay for Iinhibitors of HIV-1 Budding by Blocking the Interaction of PTAP/TSG101; Tumor susceptibility gene 101 protein (Homo sapiens), Q99816; Fluorescence polarization, FITC-PTAP peptide / Tsg101 binding; Potency, µM (titrated, usually from 115 µM), for the others: at the highest dose activity change, negative = inhibition, usual class: inhibitors; 340,000 tested, under 10 active; active = well fitted inhibition curve with a large enough effect in the main read-out, with a control signal flat, not every such curve was filed as active; inconclusive = small, poorly fitted or top-dose-only effect, or effect the other way, or a change in a side signal; inactive = no such curve, though single readings can be large or run the other way; also: potency is read from the fitted curve at half-maximal effect; % of control where 0% means no effect
Target sequence (Q99816 whole entry, looked up): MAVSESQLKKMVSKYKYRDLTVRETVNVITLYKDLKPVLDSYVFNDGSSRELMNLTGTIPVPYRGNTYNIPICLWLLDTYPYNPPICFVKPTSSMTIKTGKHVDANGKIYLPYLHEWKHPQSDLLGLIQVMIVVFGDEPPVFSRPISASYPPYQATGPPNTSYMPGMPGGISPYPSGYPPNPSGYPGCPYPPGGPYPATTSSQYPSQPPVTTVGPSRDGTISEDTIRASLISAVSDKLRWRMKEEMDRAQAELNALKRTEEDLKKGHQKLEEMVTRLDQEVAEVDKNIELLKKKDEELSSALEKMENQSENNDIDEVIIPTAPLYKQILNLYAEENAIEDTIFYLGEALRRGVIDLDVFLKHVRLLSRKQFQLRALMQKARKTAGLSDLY
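FP read-out: FITC-PTAP peptide, 50 nM final, binding Tsg101 binding domain, 10 uM final; 20 min, r.t.; 10 mM HEPES pH 7.5, 0.15 M NaCl, 0.01% Tween 20, 3 mM EDTA, 0.1 mM TCEP.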
TSHR antagonist – Antagonists of the Thyroid Stimulating Hormone Receptor: HTS campaign; Thyrotropin receptor (Homo sapiens), P16473; activity change, negative = inhibition, % at 11.5 µM; AID 504810, 2011; TSHR-expressing cells, TSH-stimulated cAMP HTRF, 2 h; active compounds read low; actives 0.2% (n = 330,000);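 active = activity change below a set negative limit, meaning inhibition stronger than a set level, cut at about -70% in these data; inconclusive = activity change between two set negative limits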; also: % is scaled to controls: 0 for no effect and ±100 for the full control effect
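Antagonism was scored as loss of TSH-driven cAMP in TSHR cells, stimulated with 4nM TSH (EC80) for 2 hours at 37 deg C and detected by homogeneous HTRF competition immunoassay.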
The depositor's hits bear a star; ? = inconclusive; nt = not tested or not shown; [ ] = dose if it differs, or a comment. Unless noted, calls follow the shape of the dose curve; as a rule, active = well fitted curve in the direction sought with a large enough effect; inconclusive = small, poorly fitted or top-dose-only effect, or another doubt; inactive = no such curve, though single readings can be large; an effect the other way counts as inactive or inconclusive.

Screens in order – B2AR arrestin	ELG1 repair inh	Eya2 inh	TCR act	uPA generation	Tb PFK block	Mito fusion act	BCR signal inh	USP2a inh	PTAP TSG101 blk	TSHR antagonist
CCCc1cc(=O)oc2c(C)c(OCC(=O)NC3CC(C)(C)NC(C)(C)C3)ccc12
 : 0.1%	4%	-4%	-1%	-1%	0%	14%	?	0%	-5%	1
COCC1CCN(C(=O)c2cc(COc3ccc(-n4cncn4)cc3)on2)CC1
 : -0.4%	-1%	7%	14%	3%	-12%	0%	-1%	-1%	-2%	-4
Cc1ccnc(N/C=C(\C#N)c2nc(-c3cccc(Br)c3)cs2)c1
 : -0.1%	-3%	?	9%	-3%	-1%	3%	?	?	?	-4
CC(=O)Nc1ccc(NC(=S)NC(=O)c2ccc([N+](=O)[O-])cc2)cc1
 : 0.1%	-21%	4%	-2%[46.1 µM]	2%	1%	0%	0%	5%	3%	-7
CC(=O)Nc1nc(CC(C)C)cc(-c2ccccc2)c1C#N
 : 0.2%	-22%	0%	-3%	-10%	-10%	6%	3%	-1%	-1%	-5
COC(=O)C1=C(C)N(Cc2ccccc2)C(=NCC2CC2)N[C@H]1c1ccc(Br)cc1
 : -0.4%	nt	-9%	nt	nt	-3%	-20%	?	0%	nt	1
O=C(Cn1nnc2c(cnn2-c2ccccc2)c1=O)NCc1cccs1
 : -0.8%	0%	-11%	-4%	-6%	2%	5%	-4%	-1%	-2%	5
COC(=O)c1cc(OC)nc(OC)c1
 : -0.4%	0%	13%	8%	8%	2%	3%	-16%	-1%	0%	2
CCN(C(=O)CSc1ccc2c(c1)OCCO2)C1CCS(=O)(=O)C1 (configuration not stated)
 : -0.1%	5%	23%	1%	0%	0%	-2%	2%	0%	-3%	19
C[C@]12c3[nH]c4cc(-c5ccco5)ccc4c3CCN1C(=O)[C@@H](CC(=O)NCc1ccco1)C[C@@H]2C(=O)N1CCCCC1
 : -0.3%	?	1%	1%[46.1 µM]	?	-2%	nt	?	-1%	0%	-6
O=C(Nc1ccc2[nH]ncc2c1)C1CCC1
 : -1.0%	?	-16%	nt	-6%	1%	1%	-7%	1%	0%	9
CCCC(=O)NC(c1ccccc1Cl)c1c(O)ccc2ccccc12 (configuration not stated)
 : -0.4%	-26%	0%	4%[46.1 µM]	2%	0%	9%	?	-4%	-6%	-5
COc1ccc(NS(=O)(=O)c2cccc(C(=O)NN=Cc3cc(Br)c(O)c(Br)c3)c2)cc1
 : -0.6%	18%	-10%	-1%	-2%	0%	nt	5%	-9%	5%	-11
COc1ccc(NC(=O)NCCCN2CCN(c3cc(C)ccc3C)CC2)cc1
 : -0.1%	-14%	2%	-7%	-24%	-2%	0%	14%	-1%	-1%	9
CCOc1ccccc1NC(=O)CN(C)S(=O)(=O)c1cnc[nH]1
 : 0.5%	8%	-11%	0%	8%	-4%	1%	?	1%	-6%	-2
Cc1nc(CS(=O)(=O)c2ccccc2)cc(Sc2ccc(Cl)cc2)n1
 : -0.2%	?	-25%	-2%	1%	-5%	24%	3%	0%	-2%	-7
CC1COC(c2cccn2Cc2ccccc2Cl)=N1 (configuration not stated)
 : -0.6%	2%	2%	0%	7%	0%	-5%	1%	0%	-1%	6
Cc1c(OCC(=O)NCCCN2CCOCC2)ccc2c(-c3ccccc3)cc(=O)oc12
 : 0.3%	-7%	-12%	0%	-4%	4%	4%	?	1%	2%	-9
CCN1C(=O)N[C@@H](c2ccc(Br)cc2)C(C(=O)OC)=C1C
 : -0.9%	2%	2%	16%	12%	-3%	9%	-1%	1%	0%	7
COc1cccc(C2C(C(N)=O)=C(C)Nc3nc(-c4cccc(Cl)c4)nn32)c1 (configuration not stated)
 : -0.5%	?	18%	7%	-4%	-1%	3%	-30%	1%	-1%	1

Further results follow:
Screens in order – B2AR arrestin	ELG1 repair inh	Eya2 inh	TCR act	uPA generation	Tb PFK block	Mito fusion act	BCR signal inh	USP2a inh	PTAP TSG101 blk	TSHR antagonist
Cc1c(Cc2ccccc2)c(=O)oc2cc(OCC(=O)N3CCC(C(N)=O)CC3)ccc12
 : -0.1%	0.82µM*	?	-13%	-6%	-3%	-1%	10%	-1%	-7%	-3
COc1ccc(-n2c(SCC3CNC(=O)O3)nnc2-c2ccc(Cl)cc2)cc1 (configuration not stated)
 : -0.4%	2%	4%	9%[46.1 µM]	-1%	-1%	-4%	-1%	3%	-3%	-13
CN(C)[C@@H]1C(=O)C(C(=O)NCN2CCCC2)=C(O)[C@@]2(O)C(=O)C3=C(O)c4c(O)cccc4[C@@](C)(O)C3CC12 (some centres not stated)
 : -0.2%	-2%	5%	nt	nt	?	0%	-6%	-2%	nt	26
COC(=O)c1cc(NS(=O)(=O)c2ccc3c(c2)CCC(=O)N3)cc(C(=O)OC)c1
 : 0.3%	-3%	13%	-11%	nt	-22%	-2%	?	-2%	-10%	-4
CCc1nc2ccccc2c(C(=O)OCC(=O)N(CCOC)c2c(N)n(Cc3ccccc3)c(=O)[nH]c2=O)c1C
 : -0.3%	13%	16%	1%	-10%	0%	-4%	0%	0%	0%	4
CCN(c1ccc(NC(=O)COC(=O)CCc2cc(OC)c(OC)c(OC)c2)cc1)C(C)C
 : 4.2%	?	-7%	14%	-25%	-1%	-29%	0%	3%	-2%	-2
COC(=O)c1ccc(Oc2c(C)oc3c(CN4CCN(C)CC4)c(O)ccc3c2=O)cc1
 : -0.4%	7%	17%	-5%	nt	-1%	-2%	-1%	2%	-11%	40
O=C(c1cccc(S(=O)(=O)N2CCOCC2)c1)N1CCN(C/C=C/c2ccccc2)CC1
 : 0.5%	-7%	20%	1%	-6%	0%	-6%	?	0%	-2%	10
COc1ccc(-n2ncc3c(NCCN4CCOCC4)ncnc32)cc1
 : 0.1%	?	26%	-4%	0%	-1%	0%	9%	1%	-5%	-4
COc1ccc([C@@H]2[C@@H]3C(=O)N(C(C)(C)C)C(=O)[C@@H]3[C@]3(CC(C)C)C(=O)N(c4cccc(Br)c4)C(=O)N23)cc1
 : -0.8%	-8%	4%	-1%	19%	0%	4%	10%	3%	-2%	5
S=c1[nH]c(-c2ccccc2)cn1-c1ccccc1
 : 0.3%	?	-3%	-1%	?	-21%	-30%[inhibitor]	6%	0%	-4%	3
CCOc1ccccc1N1CCN(C(=O)c2cc3cc(OC)ccc3[nH]2)CC1
 : -0.6%	-18%	4%	0%	2%	5%	?	?	-9%	2%	3
O=C(Nc1nn[nH]n1)c1ccc(S(=O)(=O)N2CCCCC2)cc1
 : 0.3%	-8%	7%	-9%	-6%	-6%	6%	-11%	2%	-7%	9
CNC(=O)NC(=O)C(C)OC(=O)CCCSc1nc2ccccc2s1 (configuration not stated)
 : -0.9%	0%	4%	-7%[46.1 µM]	1%	0%	5%	?	1%	-3%	-6
CC(O)CNc1ccc(-c2n[nH]c(=O)c3ccccc23)cc1[N+](=O)[O-] (configuration not stated)
 : -0.2%	-4%	-8%	-1%	-1%	2%	-6%	-8%	-1%	-8%	-5
COc1ccc(C2(C)NC(=O)N(CC(=O)c3ccc4c(c3)OCO4)C2=O)cc1 (configuration not stated)
 : -0.1%	13%	10%	-4%	1%	-5%	1%	2%	1%	-3%	-19
